# Bioassay records: PubChem BioAssay, NCI
# Growth percent in the NCI-60 one-dose screen (48 h, 10 µM unless noted): 100 = growth as untreated, 0 = no growth, -100 = all killed.
# OVCAR-4 – OVCAR-4 ovarian cancer cells; 3.7% of 80,000 active
# OVCAR-5 – OVCAR-5 ovarian cancer. 2.9% of 82,000 active
# PC-3 – PC-3 prostate cancer cells; 3.9% of 80,000 active
# OVCAR-8 – OVCAR-8 ovarian cancer; 4.4% of 81,000 active; AID 1794782
# DU-145 – DU-145 prostate cancer | 4.2% of 81,000 active | AID 1794760
# SF-295 – SF-295 CNS cancer cells | 5.6% of 79,000 active | AID 1794758
# OVCAR-3 – OVCAR-3 ovarian cancer. 7% of 79,000 active. AID 1794787
# SK-OV-3 – SK-OV-3 ovarian cancer cells. 3.2% of 80,000 active
# U251 – U251 CNS tumor cells; 5.4% of 80,000 active
# Active calls of the source: *; . = no result given; [ ] = dose if it differs, or a comment. Rule for the calls: active = growth percent below 10; inactive = the rest. Random draw from the library. About 11% of those tested had a hit in this group.
SMILES,OVCAR-4,OVCAR-5,PC-3,OVCAR-8,DU-145,SF-295,OVCAR-3,SK-OV-3,U251
CC(=O)c1c(C)[nH]c(-c2nc3ccc(N4CCN(C)CC4)cc3[nH]2)c1-c1ccccc1,33,35,32,46,60,38,29,20,45
COc1ccc(/C=C2\COc3ccc(O)cc3C2=O)c(OC)c1,96,94,57,63,66,80,27,58,50
CCCCC(C(=O)O)N1C(=O)CSC1=S (stereo not given),111,103,106,107,108,105,110,110,103
CNCCOC(=O)c1ccccc1,96,111,105,94,114,111,108,103,89
CCOC(=O)C1=C(C(=O)OCC)N(c2c(C)cccc2C)C(N)=C(C#N)C1c1cc(=O)[nH]c2ccccc12 (stereo not given),104,110,105,100,111,92,113,108,110
Cc1cccnc1N,100,107,88,98,107,98,114,108,92
COc1cc2c(cc1C)NC(=O)/C2=C\c1c[nH]c2cc(C)c(OC)cc12,100,89,82,89,107,80,86,108,94
C=C(C[n+]1ccccc1)[C@@H]1CC[C@]2(C(=O)O)CC[C@]3(C)[C@H](CC[C@@H]4[C@@]5(C)CC[C@H](OC(C)=O)C(C)(C)[C@@H]5CC[C@]43C)[C@@H]12,99,105,96,100,108,100,108,103,98
CC1CCC(=O)c2ccccc21 (stereo not given),.,109,88,108,109,97,109,112,99
Cc1cc(Cl)ccc1N=C(N)N,113,98,95,109,110,.,104,115,101
COc1cc(CNS(=O)(=O)c2ccc(C)cc2)ccc1OCc1cn(-c2ccccc2Cl)nn1,80,89,89,93,101,108,96,102,93
COc1ccc(Nc2ncc(OC)c(NCCCNC(=O)C3CCC3)n2)cc1,89,101,93,99,100,101,100,109,99
CC(C)(C)C1Sc2nc3ccccc3n2C1=O (stereo not given),103,107,110,102,115,78,116,95,98
C=C1C(=O)O[C@H]2[C@H]1CC/C(Cn1cc(CNCCc3c[nH]c4ccc(Cl)cc34)nn1)=C\CC[C@@]1(C)O[C@@H]21,42,83,75,60,84,95,12,73,60
COc1ccc2cc(C3=NN(C(N)=S)[C@@H](c4ccc(OC)c(OC)c4)C3)ccc2c1,81,104,74,92,95,92,90,113,90
Cc1nn(-c2ccc(Cl)cc2)c2nc3c(nc12)c(=O)oc1ccccc13,113,98,106,.,118,93,118,107,94
COc1ccc(-c2nn(-c3ccccc3)cc2/C=C/C(=O)OCc2cn(-c3ccc(F)c(Cl)c3)nn2)cc1,67,106,60,80,97,97,68,85,101
CC(C)=C1CCC(C)C/C1=N/NC(=O)c1ccncc1 (stereo not given),.,104,92,101,121,.,125,104,101
N#Cc1c(-c2ccc(Cl)cc2)c(C#N)c2c(C#N)c(N)nn2c1N,82,87,65,88,84,83,94,70,88
CCOC(=O)N(Cc1ccccc1)c1ccccc1,106,109,97,104,104,111,107,109,98
Cc1cc(=O)oc2cc(OCCCOc3ccc(/C=C/C(=O)Nc4cccc(Cl)c4)cc3)ccc12,109,103,94,75,75,78,.,99,90
O=NN(CC(=O)N/N=C\c1cccc([N+](=O)[O-])c1)CC(=O)N/N=C/c1cccc([N+](=O)[O-])c1,104,102,87,91,104,102,102,99,90
O=C(CC(=O)c1ccccc1O)c1ccccc1,91,101,93,73,92,90,91,99,63
Cc1cc(N2CCN(C)CC2)nc(N(CCNc2ccnc3cc(Cl)ccc23)Cc2ccco2)n1,56,73,35,66,57,-15*,3.2*,91,39

# Sorted by molar mass (low to high): part of the list above.
SMILES,OVCAR-4,OVCAR-5,PC-3,OVCAR-8,DU-145,SF-295,OVCAR-3,SK-OV-3,U251
CNCCOC(=O)c1ccccc1,96,111,105,94,114,111,108,103,89
Cc1cc(Cl)ccc1N=C(N)N,113,98,95,109,110,.,104,115,101
COc1ccc(/C=C2\COc3ccc(O)cc3C2=O)c(OC)c1,96,94,57,63,66,80,27,58,50

# Next section
SMILES,OVCAR-4,OVCAR-5,PC-3,OVCAR-8,DU-145,SF-295,OVCAR-3,SK-OV-3,U251
Cc1ccc2c(c1)/C(=C/c1sc(=S)[nH]c1O)C(C(=O)O)=N2,103,103,90,106,101,100,106,96,108
O=C(NNC(=O)c1ccc([N+](=O)[O-])cc1)c1ccc([N+](=O)[O-])cc1,94,102,102,112,113,94,104,96,104
O=C1CC(c2ccc(Cl)cc2)Nc2ccccc21 (stereo not given),92,100,87,93,107,95,94,.,79
CCOC(=O)c1cnn2c(-c3ccc(Cl)cc3)nc(NC(C)C)nc12,97,99,81,76,91,100,96,78,73
CC(/C=N/Nc1ccc([N+](=O)[O-])cn1)=C\c1ccccc1,85,102,97,104,102,109,117,108,91
Cc1cccc(C)c1NC(=O)CSC(=S)N1CCN(CCOCCO)CC1,102,97,100,106,101,96,102,110,104
COc1cc(-c2cnc3nonc3n2)ccc1O,91,109,87,90,116,102,93,100,100
O=S(=O)(Nc1ccc(-c2nc(-c3cccc(OCCN4CCOCC4)c3)c(-c3ccnc(Br)c3)[nH]2)cc1)c1ccccc1,41,55,16,32,60,2.8*,46,59,35
O=c1cc(NNC(=S)Nc2ccccc2)c2cc(Cl)ccc2[nH]1,97,98,93,90,105,101,99,94,92
O=C(/C=C/c1ccco1)c1cccc([N+](=O)[O-])c1,108,104,98,104,112,106,120,103,105
CNC(=O)Nc1ccc(-c2nc(N3CCOCC3)nc3c2cnn3C2CCOCC2)cc1,.,1.6*,6.2*,0.2*,9.6*,-45*,1.4*,.,4.1*
Cc1nc(N)nc(N)c1-c1ccccc1,92,66,31,58,105,50,109,108,75

# Quoted at random: 5 compounds from above
SMILES,OVCAR-4,OVCAR-5,PC-3,OVCAR-8,DU-145,SF-295,OVCAR-3,SK-OV-3,U251
O=S(=O)(Nc1ccc(-c2nc(-c3cccc(OCCN4CCOCC4)c3)c(-c3ccnc(Br)c3)[nH]2)cc1)c1ccccc1,41,55,16,32,60,2.8*,46,59,35
CC(/C=N/Nc1ccc([N+](=O)[O-])cn1)=C\c1ccccc1,85,102,97,104,102,109,117,108,91
COc1cc(-c2cnc3nonc3n2)ccc1O,91,109,87,90,116,102,93,100,100
Cc1cccc(C)c1NC(=O)CSC(=S)N1CCN(CCOCCO)CC1,102,97,100,106,101,96,102,110,104
O=C(/C=C/c1ccco1)c1cccc([N+](=O)[O-])c1,108,104,98,104,112,106,120,103,105

# Going on with the list:
SMILES,OVCAR-4,OVCAR-5,PC-3,OVCAR-8,DU-145,SF-295,OVCAR-3,SK-OV-3,U251
O=[N+]([O-])c1nccn1C1OC(CO)C(O)C1O (stereo not given),116,99,92,100,107,114,113,101,102
CC1(C)CC(=O)c2c(ccc(C(=O)C[C@@H]3COC(C)(C)N3)c2N)O1,89,95,96,99,106,93,93,.,95
CCC(O)CN(C)Cc1cc2c(c3ccccc13)CCCC2 (stereo not given),90,85,55,96,102,84,95,91,76
COc1cc(C2CC(c3cc(OC)c(OC)c(OC)c3)=NN2C(C)=O)ccc1OCc1ccccc1 (stereo not given),22,60,9.8*,47,40,25,41,71,44
CC(C)=CCC/C(C)=C/CSc1nnc(-c2c(C)nc3ccc(Br)cn23)o1,89,107,95,94,103,92,112,.,93
CCOC(=O)c1c2c(n3ccc(NC(=O)CCN4CCOCC4)cc13)C(=O)c1ncccc1C2=O,37,89,51,48,46,49,4.6*,37,41
O=C(O)c1cc(N2CCCCC2)ccn1,104,113,101,104,100,105,114,90,101
Clc1ccc(/C=C/c2nn3c(-c4cccnc4)nnc3s2)cc1,99,97,101,100,99,98,.,106,98
COc1cccc(Nc2nc(N)nc(CN3CC(C)CC(C)C3)n2)c1 (stereo not given),95,96,90,96,110,.,101,102,88
COc1ccc(-c2cc(-c3ccc(Nc4nc(Nc5ccccc5)nc(Nc5ccc(Cl)cc5)n4)cc3)nc(N)c2C#N)cc1,4.2*,-39*,.,32,33,34,-96*,87,-58*
Cc1nn(-c2ccccc2)c(/N=C/N(C)C)c1/C=C/C(=O)c1ccc(Cl)cc1,98,82,86,101,122,106,103,111,95
C#C[C@]1(O)CC[C@H]2[C@@H]3CC=C4c5nc(N)sc5CC[C@]4(C)[C@H]3CC[C@@]21C,63,89,47,85,71,-44*,47,.,38
O=C(Nn1c2c(sc1=NCc1ccccc1)C(=O)c1ccccc1C2=O)c1cc2ccc1CCc1ccc(cc1)CC2,48,118,58,46,89,95,51,73,71
CCCCCCCCCCCCCCn1cc(C2=C(c3coc4ccc(OC)cc34)C(=O)NC2=O)c2ccccc21,102,94,109,92,102,97,102,.,98
Cc1cc(C2=NN(C(=O)C3CCC3)C(c3ccc[nH]3)C2)ccc1-n1ccc(C(F)(F)F)n1 (stereo not given),86,93,86,93,99,96,96,127,82
CC1(C)CC(Nc2nc3sc4c(c3c(=O)[nH]2)CCCC4)CC(C)(C)N1,100,97,73,97,92,95,89,98,72
CC1=C(C)C(=O)C(N2CCCCC2C)=CC1=O (stereo not given),102,113,81,107,102,103,105,108,108
CC(=O)Nc1ccc(S(=O)(=O)NC2(c3ccccc3)C(=O)N(C)C(=O)N(C)C2=O)cc1,100,106,104,107,101,.,123,108,98
O=C(Nc1cccc(C(F)(F)F)c1)c1cncc(C#Cc2cnc3ccc(N4CCOCC4)nn23)c1,13,1.8*,6.2*,3.8*,0.5*,-8.6*,-24*,3.4*,-3.9*
COc1cc2c(cc1OC)[C@@H]1Cc3ccc(OC)c(OC)c3CN1CC2,97,101,96,111,105,86,105,104,102
COc1ccc(C2=NN(C(=O)c3ccc(S(N)(=O)=O)cc3)C(c3ccccc3)C2)c(OC)c1 (stereo not given),100,108,96,99,114,101,.,121,102
CCN(CC)CCOC(=O)c1ccc(NC(=O)CN(CC)CC)cc1,116,110,82,100,126,109,108,106,93
COc1cc(C(=O)/C=C/c2c(C(F)(F)F)nc3ccccn23)cc(OC)c1OC,8.5*,.,7.5*,3.7*,-26*,-15*,-57*,-1.9*,-60*
C/C=C/c1ccc(O)c(OC)c1,108,100,100,113,112,95,122,115,104
C[C@@H]1C(=O)O[C@H]2[C@H]1CC/C(Cn1cc(-c3cc(C(F)(F)F)cc(C(F)(F)F)c3)nn1)=C\CC[C@@]1(C)O[C@@H]21,73,71,62,85,82,79,79,91,79
Cc1sc2nc(/C(C#N)=C(\O)c3ccc(F)cc3)[nH]c(=O)c2c1C,89,100,106,102,118,112,123,104,98
Cn1cc(-c2nn3cc(-c4cccnc4)nc3s2)c2ccccc21,77,37,36,36,58,41,.,51,27
O=C(NNC(=O)OCc1ccccc1)OCc1ccccc1,102,90,86,102,117,95,138,94,105
CC1(C)CC(=O)c2c(nn(-c3ccccc3)c2-c2cn(-c3ccccc3)nc2-c2cccs2)C1,69,91,69,88,103,91,89,75,79
O=C(Nc1ccc(S(=O)(=O)NC2CCCCCC2)cc1)C(c1ccccc1)S(=O)(=O)c1ccc(F)cc1 (stereo not given),4.3*,5.4*,7.7*,8.5*,9.5*,-14*,3.6*,3.7*,13
CCCCCCNC(=O)Oc1ccc(/C(=C(/C)c2ccccc2)c2ccc(OCCN3CCCC3)cc2)cc1,94,96,69,93,99,102,100,108,72
COC(=O)C(=[N+]=[N-])C(=O)c1ccc([N+](=O)[O-])o1,106,110,74,82,104,108,88,97,89
Nc1nc2c(ncn2[C@@H]2O[C@H](C(=O)O)[C@@H](O)[C@H]2O)c(=O)[nH]1,104,106,102,102,107,100,110,.,102
CSc1nc2nc3c(c(-c4ccccc4)c2c(=O)n1C)CCC/C3=C\c1ccccc1,93,98,100,99,108,103,120,117,104
CC(c1ccccc1)N1C(=O)CSC1=S (stereo not given),30,91,45,34,27,101,-13*,104,17
Cn1c(N)c(N=Cc2ccccc2)c(=O)n(C)c1=O,111,133,105,110,124,124,120,96,110
Cc1c(Cn2cc(COc3ccc(C#N)cc3)nn2)c(C)c(Cn2cc(COc3ccc(C#N)cc3)nn2)c(C)c1Cn1cc(COc2ccc(C#N)cc2)nn1,97,98,96,95,107,100,109,.,98
Cc1ccc2c(CSc3nc(-c4ccc(Cl)cc4)c(C#N)c(=O)[nH]3)cc(=O)oc2c1,112,101,95,100,105,106,105,105,98
Cn1cnc2cc(CN3CCC(OCc4ccc(F)c(F)c4)CC3)ccc21,98,93,97,93,107,95,103,101,98
COc1ccc(Nc2ncc(I)c(NCCCNC(=O)C3CCC3)n2)cc1,42,4.0*,24,19,16,21,-40*,-3.3*,2.4*
CC(=O)c1c(/C=C/c2ccc(C)cc2)c2ccccc2[nH]c1=O,89,100,81,87,95,103,93,90,86
Cc1cc(C(NC(=O)CCCCCNc2cccc3c2C(=O)N(C2CCC(=O)NC2=O)C3=O)c2ccc3c(c2)OC(F)(F)O3)c(O)c2ncccc12 (stereo not given),73,73,32,39,52,48,38,109,34
CCCCC[C@@H]1C/C=C(\C)[C@@H](O)C(C)(C)C(=O)[C@@H](C)/C=C(\C)[C@@H]2C[C@H](O)C[C@](O)(CC(=O)O1)O2,28,78,21,42,41,11,36,79,61
CC(O)c1cccc(/C(N)=N/C(N)=N/c2nc3ccccc3s2)c1 (stereo not given),105,100,65,97,97,87,102,105,74
CC(C)(C)OC(=O)NCCc1ccc(N=C=S)cc1,77,83,66,86,65,56,73,97,75
COC(=O)[C@]12CCC(C)(C)C[C@H]1C1=CC[C@@H]3[C@@]4(C)C/C(=C/c5cccnc5)C(=O)C(C)(C)[C@@H]4CC[C@@]3(C)[C@]1(C)CC2,.,-20*[100 µM],-16*[100 µM],0.4*[100 µM],7.2*[100 µM],-30*[100 µM],-1.7*[100 µM],7.5*[100 µM],-38*[100 µM]
O=[N+]([O-])c1ccc(N=Nc2c(Cl)cc(O)cc2Cl)cc1,12,25,8.4*,6.5*,11,-56*,-25*,13,10
